Rac1 GTP hydrolysis: MgcRacGAP GTPase-activating activity inhibitors, confirmation, biochemical, ADP Hunter fluorescence; MgcRacGAP-stimulated Rac1 GTP hydrolysis, ADP Hunter fluorescence; higher % means a stronger effect; GST-tagged Rac1 F28L mutant substrate; inhibition, % at 30 µM, or IC50 in µM where a hit was titrated; hit rate 0.6% among 340,000;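 active means first-screen hits whose inhibition reached a set limit at any dose in the follow-up dose series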;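 further: fluorescence reports GDP produced by GAP-driven GTP hydrolysis; strong numbers were not always called active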
GPR55 antagonists: GPR55 antagonists blocking LPI-driven arrestin recruitment, primary screen, imaging, U2OS, beta-arrestin-GFP, LPI agonist (AID 2013); U2OS GPR55 beta-arrestin-GFP translocation imaging, LPI antagonism; higher % means a stronger effect; inhibition, % at 10 µM, or IC50 in µM where a hit was titrated; hit rate 0.13% among 290,000; G-protein coupled receptor 55 (Homo sapiens);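 active means spots per cell inhibited over 60%, with over 100 cells counted and total cytoplasm intensity under 500,000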;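 further: U2OS cells stably carrying GPR55 and arrestin-GFP stimulated by 5 µM LPI near EC80; imaged beta-arrestin-GFP aggregate spots per cell after agonist stimulation; plate controls were LPI-stimulated DMSO wells for no effect and DMSO wells without LPI for full effect; some results filed as inactive read as strong as hits; confirmed hits need IC50 under 10 µM and bright autofluorescent wells are also inconclusive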
K1F lysis inhibition: inhibition of K1F phage lysis, E. coli UTI89, bacterial capsule biogenesis inhibitors, alamar blue (AID 488966); E. coli UTI89 K1F phage lysis, alamar blue, 2 h; higher % means a stronger effect; one-dose inhibition, % at 100 µM; IC50 in µM for titrated hits; hit rate 0.02% among 340,000;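 active means phage lysis inhibition, versus mean bacterial control, above a set limit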;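 further: capsule biogenesis inhibitors block K1F phage lysis so surviving cells raise fluorescence; higher fluorescence means more inhibition of phage lysis; actives were called in the ten point dose series up to 300 µM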
NOD1 NF-kB reporter: NOD1 signaling inhibitors, primary screen, cell-based, luminescence, uHTS (AID 1578); NOD1-driven NF-kB luciferase reporter cells, luminescence; higher % means a stronger effect; inhibition, % at 4 µM; hits with a dose series show EC50 in µM; hit rate 1% among 290,000; in the data active means inhibition mostly above about 36%, no sharp cut-off; inactive means mostly below about 34%;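 further: HEK-293T reporter cells stimulated with the NOD1 agonist gamma-tri-DAP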
GPR35 antagonists: GPR35 antagonists blocking zaprinast-driven arrestin recruitment, primary screen, imaging, U2OS, beta-arrestin-GFP, zaprinast agonist (AID 2058); G-protein coupled receptor 35 (Homo sapiens); U2OS GPR35 beta-arrestin-GFP translocation imaging, zaprinast antagonism; higher % means a stronger effect; one-dose inhibition, % at 10 µM; IC50 in µM for titrated hits; hit rate 0.052% among 290,000;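 active means inhibition of at least 50% with at least 30 cells and total cytoplasm GFP at most 10,000,000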
KOR beta-arrestin-1: KOR antagonists, beta-arrestin recruitment, cell-based, luminescence, uHTS (AID 1778) | Kappa-type opioid receptor (Homo sapiens) | KOR beta-arrestin recruitment, luminescence, antagonist mode; higher % means a stronger effect | inhibition, % at 10 µM; hits with a dose series show IC50 in µM | hit rate 0.091% among 290,000; in the data active means inhibition above about 50%; further: strong numbers were not always called active
NTR1 ag: agonists of NTR1, primary screen, imaging, U2OS cells, beta-arrestin-GFP, high content (AID 493036) | hit rate 0.17% among 330,000 | Neurotensin receptor type 1 (Homo sapiens), P30989 | NTR1-U2OS beta-arrestin-GFP spot imaging, agonist mode | activation, % at 20 µM;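 active means activation at or above 40% of the spot to cytoplasm intensity ratio, with at least 20 cells analyzed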;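 further: 0% = DMSO without peptide and 100% = 100 nM NTR1 peptide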
Target sequence (P30989 whole entry, looked up): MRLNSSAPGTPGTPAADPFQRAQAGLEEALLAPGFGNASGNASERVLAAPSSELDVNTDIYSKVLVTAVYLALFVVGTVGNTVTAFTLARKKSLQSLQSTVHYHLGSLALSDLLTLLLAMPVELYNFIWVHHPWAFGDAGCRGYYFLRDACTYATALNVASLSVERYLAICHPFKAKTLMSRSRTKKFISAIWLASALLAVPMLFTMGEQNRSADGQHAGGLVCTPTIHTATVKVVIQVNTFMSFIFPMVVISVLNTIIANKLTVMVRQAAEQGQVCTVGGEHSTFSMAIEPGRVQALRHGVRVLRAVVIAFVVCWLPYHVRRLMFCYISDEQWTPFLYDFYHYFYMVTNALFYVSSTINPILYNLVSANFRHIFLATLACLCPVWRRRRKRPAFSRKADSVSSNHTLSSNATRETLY
GPR55 activation: GPR55 agonists via beta-arrestin recruitment, primary screen, imaging, U2OS cells, beta-arrestin-GFP redistribution (AID 1961); G-protein coupled receptor 55 (Homo sapiens); one-dose activation, % at 10 µM; EC50 in µM for titrated hits; U2OS GPR55 beta-arrestin-GFP redistribution imaging; higher % means a stronger effect; hit rate 0.048% among 290,000;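 active means activation above 40% with more than 50 cells counted in the well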;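 further: U2OS osteosarcoma cells stably expressing GPR55 and beta-arrestin-GFP; plate controls were DMSO negative control for no effect and LPI positive control for full effect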
KOR beta-arrestin-2: KOR agonists, beta-arrestin recruitment, primary screen, cell-based, luminescence, uHTS (AID 1777); Kappa-type opioid receptor (Homo sapiens); KOR beta-arrestin recruitment, luminescence; higher % means a stronger effect; activation, % at 10 µM, or EC50 in µM where a hit was titrated; hit rate 0.02% among 280,000; in the data active means activation above about 50%, passing the limit was not always enough; further: a part of the inactive calls stands beside numbers as strong as those of hits
NTR1 ag cell count 20 µM: further read-out of NTR1 ag, marked with its call; cell count; measured here: cell count, cytotoxicity flag
Starred values were filed as active, the others as inactive; . = not tested or not shown; [ ] = another dose, or the depositor's remark. A portion of the library. The share of hits here may be higher or lower than overall.

SMILES	Rac1 GTP hydrolysis	GPR55 antagonists	K1F lysis inhibition	NOD1 NF-kB reporter	GPR35 antagonists	KOR beta-arrestin-1	NTR1 ag	NTR1 ag cell count 20 µM	GPR55 activation	KOR beta-arrestin-2
Cc1ccc(Sc2ncccc2C(=O)NC2CCCCCC2)cc1C	2%	7%	1.1%	-10%	-21%	-14%	0.5	58	1.1%	-5.9%
CC1CC(C)CN(C(=O)C2CCC(CNS(=O)(=O)c3ccccc3)CC2)C1 (stereo not drawn)	9%	-10%	-0.1%	-13%	-10%	15%	0.7	86	0.0%	-0.6%
C=CCn1c(SCC(=O)c2ccc(O)c(O)c2)nnc1-c1ccccc1OC	19%	-1%	-0.1%	-23%	11%	-16%	0.0	60	-0.3%	1.2%
N#Cc1cc2c(nc1SCC(=O)N1CCOCC1)CCCCC2	5%	1%	0.5%	16%	-4%	-18%	-0.3	42	-0.2%	-1.4%
O=C(CSc1nnc(C2CC2)n1Cc1ccccc1)c1cc2ccccc2o1	9%	-38%	0.0%	-15%	12%	-6%	-1.8	67	0.1%	2.0%
CC(C)C(=O)O/N=C(\N)c1ccccn1	6%	11%	2.0%[50 µM]	-12%	3%	-5%	0.2	69	0.4%	-2.4%
Cc1ccccc1N1C(=O)CC(N2CCC(C(N)=O)CC2)C1=O (stereo not drawn)	3%	-8%	-0.1%	-10%	-8%	-6%	0.3	48	0.3%	-1.7%
CCCCN=CC1=C(O)C(C(=O)OC)C(C)(C)CC1=O (stereo not drawn)	7%	-1%	0.1%	-7%	24%	18%	-0.3	54	-0.1%	-3.7%
CN(Cc1ccc(Cl)cc1Cl)C(=O)CNC(=O)c1ccco1	9%	8%	-0.1%	-2%	-22%	25%	-0.3	71	-0.1%	-0.1%
Cn1c(-c2cccs2)nc2ccccc21	6%	11%	0.3%	-25%	-14%	22%	-0.4	51	-0.5%	-1.2%
Cc1ccc(-n2cnc3sc(C)c(C)c3c2=O)cc1	2%	0%	0.1%	-33%	-2%	-20%[20 µM]	0.7	48	-0.1%	-1.9%
CC(=O)Oc1ccc(Oc2ccc(-c3noc(C)n3)cc2)cc1	10%	4%	0.4%	-47%	-9%	9%	-0.5	60	-0.1%	-0.8%
CC1CCc2nc(NC(=O)c3ccc(N4C(=O)CCC4=O)cc3)sc2C1 (stereo not drawn)	5%	22%	-0.1%	-23%	4%	-14%	-0.3	65	0.1%	0.5%
CC1(C)CN(c2ccc(F)cc2)C1=O	2%	-2%	0.8%	-29%	7%	-8%	0.2	61	0.3%	6.1%
COc1ccccc1-c1c(C)nn2c(NCCN3CCCC3)cc(C)nc12	5%	6%	0.3%	-21%	10%	-6%	7.6	54	0.3%	3.5%
COC(=O)COc1ccc2c(=O)c(-c3ccccc3OC)coc2c1	6%	17%	0.7%	-12%	-3%	-15%	0.7	42	-0.7%	-4.5%
Cc1cc(C)c(C#N)c(Nc2ccccc2C)n1	-2%	-2%	-0.1%	-14%	-10%	-51%[20 µM]	1.5	45	0.1%	-1.0%
C=C1C2C[C@H](O)C(C)(C)[C@@]2(O)[C@H](O)C[C@]23C[C@@](C)(O)[C@H](CC[C@H]12)[C@H]3O (stereo partly drawn)	4%	-8%	0.2%	-5%	2%	20%	-3.9	77	-0.1%	-4.1%
CCOc1ccc(N2C(=O)CC(Sc3nc(CC(C)C)ccc3C#N)C2=O)cc1 (stereo not drawn)	-4%	0%	-1.4%	-22%	11%	-19%[20 µM]	0.3	89	0.3%	.
CSc1ncc(C(=O)Nc2cccc(C)c2C)c(C)n1	8%	13%	-0.9%[50 µM]	-6%	-6%	-27%	-1.0	79	0.0%	5.0%
Nc1nnc(C(c2ccccc2)c2ccccc2)s1	4%	8%	0.3%	7%	-4%	18%	0.3	56	-0.1%	0.8%
CCN(C(=O)COC(=O)/C=C/c1c(C)nn(-c2ccccc2)c1C)C1CCS(=O)(=O)C1 (stereo not drawn)	6%	0%	0.5%	5%	4%	5%	0.1	57	-0.1%	-3.3%
CCOc1ccc(S(=O)(=O)n2nc(C)cc2C)c2ccccc12	12%	-4%	0.1%	9%	2%	21%	-0.8	50	-0.1%	-4.9%
O=C(Nc1nc(-c2ccc(Cl)cc2Cl)cs1)c1ccc(OCC2CCCO2)cc1 (stereo not drawn)	10%	96%*	0.1%	28%	-1%	-20%	-0.4	94	0.3%	1.3%
O=C(CN1CCc2ccccc2C1)NCc1ccco1	1%	-16%	-0.1%	10%	0%	-36%	-0.1	79	-0.2%	2.5%
CCOC(=O)CC(NC(=O)Cc1cccs1)c1ccccc1Cl (stereo not drawn)	7%	3%	0.1%	-1%	4%	10%	1.3	84	-0.2%	-1.9%
Cc1ccc(NC(=S)Nc2ccc(F)cc2)cc1C	1%	1%	0.2%	-19%	10%	-7%	2.4	46	-0.2%	-3.6%
CCCC1=NCCn2cccc21	12%	8%	0.9%	27%	11%	13%	0.4	54	-0.1%	0.9%
COc1ccc(N2CCN(C(=O)c3cccc(Cn4cc(Cl)cn4)c3)CC2)cc1	16%	-3%	1.7%[50 µM]	-13%	-5%	-58%	1.1	40	-0.1%	6.4%
Cc1ccccc1S(=O)(=O)NC1=NCCCCC1	8%	8%	1.6%[50 µM]	-22%	2%	-15%	2.1	81	-0.2%	7.2%
CCOC(=O)c1ccc(NC(=O)CCSCCc2ccccn2)cc1	8%	4%	0.3%	4%	21%	-12%	0.5	73	-0.4%	-0.2%
Cc1cccc(/C=N/NC(=O)c2ccc(Br)cc2)c1	8%	8%	0.4%	1%	-4%	31%	-0.1	51	0.0%	-0.1%
CCC(CC)C(=O)Nc1cc(OC)c(OC)cc1C(=O)O	4%	13%	-2.2%	.	-13%	19%	-2.9	85	-0.2%	2.8%
O=C(Nc1ccccc1)Nc1c(F)cccc1F	1%	10%	0.1%	-19%	16%	-12%	0.0	50	0.7%	-1.2%
CCOc1ccc(N(CC(=O)NC2CCC(C)CC2)S(=O)(=O)c2c(C)noc2C)cc1 (stereo not drawn)	-1%	13%	0.4%	-14%	4%	34%	0.5	59	-0.1%	2.2%
CCOC(=O)c1ccc(NC(=O)CCS(=O)(=O)c2ccc(Br)s2)cc1	13%	-9%	0.0%	-6%	-2%	14%	-0.8	78	-0.1%	-2.7%
CNC(=O)c1ccc(Oc2ccc(C(=O)NC)cc2)cc1	4%	25%	2.4%	-3%	13%	7%	0.6	45	-0.1%	-0.7%
CC(C)(C)NC(=S)Nc1ccc(Nc2ccccc2)cc1	103µM*	6%	-0.1%	26%	11%	11%	3.8	83	-0.1%	5.0%
Cc1ncsc1CCSc1nc2ccccc2c(=O)n1C	0%	-9%	2.1%	8%	-11%	4%	3.0	60	-0.2%	-1.4%
O=C(NN1CCN(Cc2ccccc2Cl)CC1)c1ccc(Br)cc1	8%	-2%	0.6%	-1%	1%	-14%	-0.3	48	0.4%	4.3%
O=C1CCCc2nc3c(cc21)C(O)Oc1ccccc1-3 (stereo not drawn)	-2%	8%	0.1%	-16%	-9%	3%	2.6	52	-0.2%	-3.5%
O=C1NCCCCC1NC1CC(=O)N(c2ccccc2)C1=O (stereo not drawn)	4%	11%	6.1%	-7%	5%	2%	0.5	42	-0.2%	3.5%
COc1ccc(OC)c(S(=O)(=O)N(C(C)=O)c2ccc3oc(=O)sc3c2)c1	12%	7%	-1.0%	-26%	9%	0%	-0.6	46	-0.2%	-5.0%
Cc1c(NC(=O)CC(O)(C(F)(F)F)C(F)(F)F)c(=O)n(-c2ccccc2)n1C	1%	6%	-0.7%	-26%	16%	28%	-0.5	50	-0.1%	-0.1%
CSc1ccc(CNC(=O)c2ccc(NC(=O)C3=CSCCO3)cc2)cc1	5%	-8%	0.4%	4%	-8%	-17%	-1.5	58	-0.2%	2.2%
CC(=O)NCc1ccc(S(=O)(=O)NC(C(=O)O)C(C)C)cc1 (stereo not drawn)	1%	8%	0.2%	-25%	-12%	-9%	-2.1	68	1.0%	-2.7%
O=C(CN(C1CCCCC1)S(=O)(=O)c1ccccc1)NCC1CCCO1 (stereo not drawn)	5%	8%	0.3%	-1%	4%	-22%	1.4	27	0.2%	-2.3%
Nc1cc(=O)[nH]c(SCCSc2cc(Cl)ccc2Cl)n1	5%	4%	0.1%	-11%	2%	3%	2.9	40	0.0%	0.5%
O=C(NCc1ccc2c(c1)OCO2)C1CCC(CNS(=O)(=O)c2cccc3nsnc23)CC1 (stereo not drawn)	-1%	5%	-0.4%	4%	29%	4%	4.2	67	-0.1%	-6.0%
c1ccc2sc(NC3=NCN(Cc4ccc5c(c4)OCO5)CN3)nc2c1	12%	5%	0.7%	-27%	-5%	8%	2.1	67	0.0%	0.8%
Other structures
SMILES	Rac1 GTP hydrolysis	GPR55 antagonists	K1F lysis inhibition	NOD1 NF-kB reporter	GPR35 antagonists	KOR beta-arrestin-1	NTR1 ag	NTR1 ag cell count 20 µM	GPR55 activation	KOR beta-arrestin-2
C=CCOc1c(Br)cc(CNc2ccc3[nH]c(=O)[nH]c3c2)cc1OCC	14%	-22%	0.8%	39%	-18%	-24%	5.5	53	0.8%	-2.4%
COC(=O)c1cn(CC(=O)NCc2ccco2)c2ccccc12	3%	-3%	2.0%	.	4%	23%	0.4	83	0.2%	-0.2%
O=C(C[n+]1cccc(CNC(=O)c2ccc(OC(F)F)cc2)c1)Nc1ccccc1Cl	7%	0%	6.0%	-19%	-8%	9%	-0.8	46	-0.1%	-4.4%
COC(=O)C(C)(C)NC(=O)c1cccs1	0%	-9%	-0.5%	5%	11%	12%	0.2	45	-0.1%	-5.4%
CCCCN(C(=O)CSCc1ccc(C)cc1)c1c(N)n(CCC)c(=O)[nH]c1=O	5%	16%	-0.3%	-34%	10%	15%	-0.2	77	-0.1%	-3.3%
O=C(O)CCNC(=O)COc1ccc2c3c(c(=O)oc2c1)CCCC3	-5%	5%	-0.5%[50 µM]	-6%	-8%	26%	-1.3	93	-0.2%	-1.1%
COc1cc2oc(-c3ccc(O)cc3)cc(=O)c2c(OC)c1O	18µM*	9%	0.2%	2%	-3%	14%	2.8	88	0.2%	0.4%
CCc1nc2cc3sc(CC)nc3cc2s1	-1%	13%	0.4%	-42%	-17%	20%	-1.2	57	0.7%	4.6%
